Rin1-Abl PPI inh: inhibitors of human Rin1-Abl protein interaction. TR-FRET Rin1/Abl binding, biochemical. 0.4% of 360,000 active. P00519+Q13671. inhibition, % at 7.35 µM; in the data active means inhibition above about 5%, passing the limit was not always enough
FAS TE block: blocks the thioesterase domain of human fatty acid synthase; 0.67% of 360,000 active; inhibition, % at 15 µM; recombinant FAS-TE, OMFH fluorogenic substrate, fluorescence endpoint; P49327;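 active means compounds whose normalised, plate-corrected inhibition of enzyme fluorescence in the single-dose primary screen is 50% or more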;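 further: 0% = DMSO with enzyme and 100% = substrate without enzyme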
Neddyl block: blocks human cullin neddylation | AID 651699 | P61081+Q13564 | 0.58% of 360,000 active | TR-FRET cullin neddylation, biochemical | calls only at 25 µM; in the data active means inhibition above about 36%
Target sequence (P61081 whole entry, looked up): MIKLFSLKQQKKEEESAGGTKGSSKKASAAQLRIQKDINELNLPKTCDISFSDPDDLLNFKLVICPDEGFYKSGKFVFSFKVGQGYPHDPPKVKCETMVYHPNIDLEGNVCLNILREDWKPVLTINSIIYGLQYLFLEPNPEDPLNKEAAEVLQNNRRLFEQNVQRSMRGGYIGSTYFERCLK
Target sequence (Q13564 whole entry, looked up): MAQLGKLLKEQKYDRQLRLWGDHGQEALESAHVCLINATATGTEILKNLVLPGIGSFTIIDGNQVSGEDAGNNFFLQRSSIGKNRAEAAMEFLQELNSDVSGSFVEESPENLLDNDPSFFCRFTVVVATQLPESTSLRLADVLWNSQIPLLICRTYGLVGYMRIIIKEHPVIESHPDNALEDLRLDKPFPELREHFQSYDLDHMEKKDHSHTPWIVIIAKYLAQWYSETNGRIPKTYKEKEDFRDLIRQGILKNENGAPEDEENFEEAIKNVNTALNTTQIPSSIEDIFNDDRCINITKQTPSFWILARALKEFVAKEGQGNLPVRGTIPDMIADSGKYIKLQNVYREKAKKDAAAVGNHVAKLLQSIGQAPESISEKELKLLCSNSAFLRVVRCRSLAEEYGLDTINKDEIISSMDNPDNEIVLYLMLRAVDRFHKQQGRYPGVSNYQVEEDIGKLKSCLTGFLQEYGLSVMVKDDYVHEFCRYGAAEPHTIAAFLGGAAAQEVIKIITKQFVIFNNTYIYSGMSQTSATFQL
CSN inh: CSN deneddylation inhibition. Purified CSN, SCF-Nedd8-OG deneddylation, fluorescence polarization. inhibition, % at 12.5 µM. 0.38% of 360,000 active;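 active means pattern-corrected inhibition above about 35%, with an unprinted fluorescence ratio check between 0.5 and 1.5, limit read from the data, passing the limit was not always enough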;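 further: 0% = enzyme with substrate and 100% = substrate without enzyme; some results filed as inactive read as strong as hits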
Target sequence (Q92905 whole entry, looked up, one chain of several): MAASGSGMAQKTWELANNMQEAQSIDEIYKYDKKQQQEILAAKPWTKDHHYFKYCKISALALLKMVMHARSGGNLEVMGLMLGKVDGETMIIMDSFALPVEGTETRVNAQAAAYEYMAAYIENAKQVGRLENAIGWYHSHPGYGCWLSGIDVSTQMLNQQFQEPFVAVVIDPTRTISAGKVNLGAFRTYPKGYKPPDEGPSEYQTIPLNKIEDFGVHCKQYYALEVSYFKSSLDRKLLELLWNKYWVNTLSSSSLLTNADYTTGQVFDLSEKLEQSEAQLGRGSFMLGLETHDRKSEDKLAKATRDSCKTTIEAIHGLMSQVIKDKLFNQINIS
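Schedule: reaction 90 min, room temperature / Assay system: HEK293T-derived human Csn5 enzyme / Input: Csn5 at 0.24 nM final / Measure: inhibition of Csn5 cleavage, % / Control set: substrate-only high control, full reaction low control / Technique: fluorescence polarization of the substrate / Buffer or medium: Tris/NaCl/DTT buffer, pH 7.5 / Reagent: SCFSkp2-Nedd8OG substrate at 10 nM final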
NadD inh: inhibitors of Staphylococcus aureus NadD; purified NadD enzyme, colorimetric absorbance read-out; 0.78% of 360,000 active; inhibition, % at 20 µM; in the data active means inhibition above about 26%; further: some compounds past the cut are filed as inactive
SKN-1 inh: blocks SKN-1 activity in C. elegans; C. elegans VP596 Pgst-4::GFP/RFP ratio, acrylamide-induced, 24 h; inhibition, % at 21.8 µM; 0.49% of 360,000 active;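 active means interference check ratio from 0.5 to 1.5 plus GFP to RFP signal ratio inhibition reaching or exceeding a fixed threshold, cut at about 30% in these data, passing the limit was not always enough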; further: some compounds called inactive have numbers as strong as hits
MT1-MMP act inh: inhibitors of human MT1-MMP activation. P50281. HT1080 RFP-PRO-GFP cells, GFP/RFP ratio fluorescence, overnight; percent of plate control window, DMSO zero. GFP/RFP ratio change, % at 20 µM. 0.061% of 360,000 active;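 active means GFP/RFP ratio change of at least 30% with cell ATP level not reduced by more than half and red fluorescence within 50% of control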; further: strong numbers were not always called active
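Read-out: GFP/RFP fluorescence ratio; Test system: RFP-PRO-GFP reporter HT1080 cells; Compound dosing: single-point 20 µM compound, 1% DMSO; Times: overnight compound exposure at 37 °C.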
MLLE-PAM2 inh: blocks PAM2 peptide binding to the PABP1 MLLE domain; 0.36% of 360,000 active; inhibition, % at 20 µM; P11940; GST-MLLE / FITC-PAM2 fluorescence polarization; in the data active means inhibition above about 35%, passing the limit was not always enough;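 further: plate controls were DMSO wells with GST-MLLE for no effect and wells lacking GST-MLLE protein for full effect; some results filed as inactive read as strong as hits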
Rpn11 block: inhibitors of human proteasome Rpn11 | AID 588493 | 0.59% of 360,000 active | O00487 | calls only at 20 µM | human 26S proteasome, Ub4-pepOG fluorescence polarization; 20S core pre-blocked with epoxomicin;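 active means inhibition at 20 µM, scaled to each plate's controls, above about 33%, limit read from the data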
The depositor's hits bear a star; i = inactive; . = not tested or not shown.

Below each compound – Rin1-Abl PPI inh, FAS TE block, Neddyl block, CSN inh, NadD inh, SKN-1 inh, MT1-MMP act inh, MLLE-PAM2 inh, Rpn11 block
- OC(CNCc1ccccc1F)COc1cccc2ccccc12 (centres undefined)
  -3, 2, i, -1, -7, -10, -1, -1, i
- CCCn1c(N)c(N(CCOC)C(=O)CSc2ccccc2)c(=O)[nH]c1=O
  -2, 0, i, -4, 7, 0, 0, 21, i
- Clc1ccc(-c2nc3c4ccccc4ccn3c2Cc2ccsc2)cc1
  ., 17, i, -1, 23, 21, 5, ., .
- COc1ccc(Cn2nnnc2C(c2cc3cccc(C)c3[nH]c2=O)N2CCOCC2)cc1 (centres undefined)
  -3, -4, i, -9, -1, 11, 2, 9, i
- O=S(=O)(NCc1csc(-c2cccnc2)n1)c1cccs1
  -2, -5, i, 4, -3, 1, -2, -12, i
- O=c1[nH]c2ccc(Br)cc2c(-c2ccccc2)c1CN1CCOCC1
  -2, 9, i, 7, 14, 8, -5, 15, i
- COc1cc(NC2c3ccccc3C(=O)N2Cc2ccc3c(c2)OCO3)cc(OC)c1OC (centres undefined)
  -4, 1, i, -3, 3, 6, 0, -7, i
- COc1cc(NC(=O)Cc2ccccc2OC)cc(OC)c1
  8, -4, i, -4, -3, -3, 3, -4, i
- Cc1ccc2[nH]c(CN3CCC(CO)(CC4CCCCO4)CC3)c(C)c2c1 (centres undefined)
  2, -7, i, -2, -13, 6, 0, 9, i
- COC(=O)c1ccccc1Oc1c(F)c(F)nc(N2CCOCC2)c1F
  0, 5, i, -1, -1, 13, 3, 8, i
- CCOC(=O)[C@]12CCCC=C1N(Cc1ccccc1)C(=O)[C@H](CC(=O)N1CCN(C(=O)c3ccco3)CC1)C2
  ., ., i, 2, ., -2, 7, ., .
- CCc1cccc(C)c1NC(=O)Nc1c(Br)cnn1C
  2, -6, i, -2, -5, 5, 1, -5, i
- C=CCN(c1cccc(C(F)(F)F)c1)S(=O)(=O)c1cccc(C(=O)OCC(=O)Nc2ccccc2)c1
  -1, 26, i, -3, -8, 8, 3, -2, i
- CC1(C)C(=O)NCCN1C(=O)c1ccc2nc(Cc3ccccc3F)oc2c1
  -5, -6, i, 7, -4, 2, -3, -13, i
- CC1Cc2ccccc2N1C(=O)COC(=O)c1ccc(Br)o1 (centres undefined)
  5, 10, i, -9, -7, -12, 3, -1, i
- CN1CC(=O)N2C(c3cccc([N+](=O)[O-])c3)c3[nH]c4ccccc4c3C[C@H]2C1=O (some centres undefined)
  -1, 3, i, 2, -2, 7, 1, 10, i
- COc1ccc(-n2c(=O)c(CCC(=O)N3CCN(c4cccc(OC)c4)CC3)nc3ccccc32)cc1
  0, 5, i, 0, 2, 16, 1, -10, i
- Cc1noc(C)c1COc1ccc(C(=O)NCCc2ccc(F)cc2)cc1
  3, 5, i, -2, 0, 3, 3, 4, i
- Cc1nc2ccc(NC(=O)Cc3c(F)cccc3Cl)cc2s1
  2, -1, i, 3, -8, 6, 0, -9, i
- Cc1ccsc1C(=O)N1CCC1(C)C(=O)NCCC#N (centres undefined)
  0, -5, i, -2, 3, -4, 1, -3, i
- O=C(CC(Cc1ccccc1)C(=O)O)Nc1cccc(C(F)(F)F)c1 (centres undefined)
  1, -6, i, 1, -4, -1, -1, 5, i
- CC12CCC(=O)C=C1CCC1C2CCC2(C)C(c3csc(N)n3)CCC12 (centres undefined)
  2, -25, i, 0, 8, 17, 6, -21, i
- CCOc1ccc(C(=O)N2CCCCCC2)cc1
  -2, -4, i, -2, -5, 10, -1, 4, i
- O=C(Nc1ccc(-c2nc3ccccc3o2)cc1)c1ccc(N2C(=O)C3C4C=CC(C4)C3C2=O)cc1 (centres undefined)
  -6, -5, ., -4, 4, -1, 2, 6, i
- O=C(CN(C(=O)c1csnn1)c1ccc(Cl)cc1)NCc1ccc2c(c1)OCO2
  1, 2, i, -2, -1, -1, -3, 14, i
- C[C@H](NC(=O)C1(c2ccccc2)CCN(C(=O)[C@H]2CSCN2C(=O)OC(C)(C)C)CC1)C(=O)O
  -4, -6, i, -1, 8, 14, -2, -10, i
- COc1cccc(CN(C)CC2CCCN(CCc3ccccc3C)C2)c1 (centres undefined)
  -1, -1, i, -1, -8, -8, 5, -5, i
- Cc1ccc(C)c(NC(=S)N2CCN(CCO)CC2)c1
  -1, -4, i, 3, 5, 11, 0, -17, i
- CCOC1=C2CN(S(=O)(=O)c3ccc(C)cc3)C(c3cccc(Cl)c3)CC2NC(c2ccccc2)C1 (centres undefined)
  ., ., i, -2, ., 3, -2, ., .
- Cc1ccc(NC(=O)N2CCCC2C(=O)NCc2ccc(Cl)cc2)cc1 (centres undefined)
  3, 7, i, 4, 5, 4, 4, 2, i

Additional records follow:
compound | Rin1-Abl PPI inh | FAS TE block | Neddyl block | CSN inh | NadD inh | SKN-1 inh | MT1-MMP act inh | MLLE-PAM2 inh | Rpn11 block
CN1CCN(NC(=O)c2cc(S(=O)(=O)Nc3ccc(Cl)cc3)ccc2Cl)CC1 | -2 | -2 | i | 6 | 0 | -11 | 3 | -1 | i
CCN1CCN(C(c2cc3cccc(C)c3[nH]c2=O)c2nnnn2Cc2ccccc2)CC1 (centres undefined) | 2 | -12 | i | 7 | 7 | -2 | -6 | 1 | i
COc1ccc(Nc2ncc(F)c(N3CCOCC3)n2)cc1 | 1 | 0 | i | -2 | -7 | -3 | -12 | 3 | i
CCC(C)NC(=O)CCc1nc2ccccc2n1-c1ccccc1 (centres undefined) | -3 | -11 | i | 2 | 2 | 5 | -4 | 5 | i
CCCNC(=O)NC(=O)COC(=O)c1cccc(NS(=O)(=O)c2ccc(F)c(F)c2)c1 | 1 | -3 | i | 4 | -7 | 9 | 4 | 12 | i
CC(=O)Nc1ccc(SCC(=O)c2cc(C)n(C)c2C)cc1 | 0 | -5 | i | -5 | -3 | 12 | 6 | 40 | i
CN(Cc1ccco1)C(=O)c1cccc(S(=O)(=O)N2CCN(Cc3ccccc3)CC2)c1 | -3 | -1 | i | 3 | -1 | 4 | 1 | 2 | i
CCCCN1CC(=O)N2[C@H]3c4cc(C)ccc4OC[C@@H]3[C@H](C(=O)OCC)[C@]2(C)C1=O | 0 | -14 | i | -4 | 2 | -4 | 0 | 9 | i
CN(CC(=O)O)C(=O)c1ccccc1 | -3 | -4 | i | 5 | -3 | 0 | 2 | -1 | i
COCCn1c(N)c(N(Cc2ccccc2)C(=O)c2ccc3ccccc3c2)c(=O)[nH]c1=O | -3 | 1 | i | 0 | -2 | 1 | 0 | -39 | i
CCN(CC)CCN1C(=O)C(=O)/C(=C(/O)c2c(C)[nH]c(C(=O)OC)c2C)C1c1ccc(OC)cc1 (centres undefined) | -4 | -7 | i | -1 | -1 | -8 | 5 | 13 | i
CC(C)(C)C1CCC(OCC(O)CN2CCCC2)CC1 (centres undefined) | 3 | -1 | i | -3 | -2 | 1 | 1 | 5 | i
C#CC[N+]1(CC#Cc2ccccc2)CCOCC1 | 4 | -18 | i | 1 | -4 | -3 | 3 | -5 | i
O=C(CCCn1c(=O)[nH]c2cc(Cl)ccc2c1=O)NC1CCCCCCC1 | 1 | 5 | i | -2 | 5 | 20 | 2 | 1 | i
COc1ccc(NC(=O)N(C)C[C@H]2OCc3cnnn3CCCC(=O)N([C@@H](C)CO)C[C@H]2C)cc1 | 1 | -7 | i | -1 | 3 | 28 | 4 | -46 | i
CC(C(=O)Nc1ccc(F)c(F)c1F)N1CCCCCC1 (centres undefined) | 1 | -1 | i | 5 | -3 | 10 | 8 | 1 | i
Cc1cccc(C(=O)NNC(=O)c2ccc(S(=O)(=O)N3CCOCC3)cc2)c1 | 2 | -8 | i | 1 | -3 | -3 | -1 | -2 | i
Cc1ccc(NC(=O)CCN2CCCCC2)cc1 | -1 | -4 | i | -4 | 4 | 9 | 1 | 9 | i
Cc1ccccc1OCCC(=O)Nc1cccc(S(=O)(=O)Nc2ccccc2Cl)c1 | 1 | 28 | i | -7 | -8 | 4 | 0 | -3 | i
COc1ccc2c(CC(=O)Nc3ncc(C)s3)coc2c1 | 3 | 2 | i | -9 | -2 | -13 | 3 | 8 | i

Another view of part of the listing above.
> Cc1cccc(C(=O)NNC(=O)c2ccc(S(=O)(=O)N3CCOCC3)cc2)c1
  Rin1-Abl PPI inh: 2 | FAS TE block: -8 | Neddyl block: i | CSN inh: 1 | NadD inh: -3 | SKN-1 inh: -3 | MT1-MMP act inh: -1 | MLLE-PAM2 inh: -2 | Rpn11 block: i

> Cc1ccc(NC(=O)CCN2CCCCC2)cc1
  Rin1-Abl PPI inh: -1 | FAS TE block: -4 | Neddyl block: i | CSN inh: -4 | NadD inh: 4 | SKN-1 inh: 9 | MT1-MMP act inh: 1 | MLLE-PAM2 inh: 9 | Rpn11 block: i

> Cc1ccccc1OCCC(=O)Nc1cccc(S(=O)(=O)Nc2ccccc2Cl)c1
  Rin1-Abl PPI inh: 1 | FAS TE block: 28 | Neddyl block: i | CSN inh: -7 | NadD inh: -8 | SKN-1 inh: 4 | MT1-MMP act inh: 0 | MLLE-PAM2 inh: -3 | Rpn11 block: i

> COc1ccc2c(CC(=O)Nc3ncc(C)s3)coc2c1
  Rin1-Abl PPI inh: 3 | FAS TE block: 2 | Neddyl block: i | CSN inh: -9 | NadD inh: -2 | SKN-1 inh: -13 | MT1-MMP act inh: 3 | MLLE-PAM2 inh: 8 | Rpn11 block: i

(continued)
compound | Rin1-Abl PPI inh | FAS TE block | Neddyl block | CSN inh | NadD inh | SKN-1 inh | MT1-MMP act inh | MLLE-PAM2 inh | Rpn11 block
CCOc1ccccc1N=C1NC(=O)CS1 | -2 | -7 | i | 7 | 2 | -1 | -13 | -27 | i
Cc1cnc(C(=O)N2CCCC(N3CCN(c4ccccc4C)CC3)C2)cn1 (centres undefined) | 0 | -6 | i | -3 | 2 | -3 | -2 | 9 | i
C=CCN1C(=O)C(Cc2ccc(SC(F)F)cc2)SC1=Nc1ccc(C(=O)O)cc1 (centres undefined) | 3 | 8 | i | -3 | 9 | 8 | 10 | -11 | i
COc1cc2cc(/C=C/C(=O)c3ccco3)c(Cl)nc2cc1OC | -1 | -6 | i | 23 | 6 | 12 | -36 | -35 | .
COc1ccc(CC(=O)N2CCN=C2SCc2ccc([N+](=O)[O-])cc2)cc1 | -2 | 28 | i | 3 | 1 | -11 | 5 | -4 | i

Given as labelled records: 2 of the compounds above
compound: C=CCN1C(=O)C(Cc2ccc(SC(F)F)cc2)SC1=Nc1ccc(C(=O)O)cc1 (centres undefined)
  Rin1-Abl PPI inh = 3; FAS TE block = 8; Neddyl block = i; CSN inh = -3; NadD inh = 9; SKN-1 inh = 8; MT1-MMP act inh = 10; MLLE-PAM2 inh = -11; Rpn11 block = i
compound: COc1cc2cc(/C=C/C(=O)c3ccco3)c(Cl)nc2cc1OC
  Rin1-Abl PPI inh = -1; FAS TE block = -6; Neddyl block = i; CSN inh = 23; NadD inh = 6; SKN-1 inh = 12; MT1-MMP act inh = -36; MLLE-PAM2 inh = -35; Rpn11 block = .
